# DAT uptake mod – modulates human dopamine transporter uptake under cocaine; 1.3% of 110,000 active; AID 449768; Q01959; LLC-PK1 hDAT cells, [14C]-dopamine uptake with cocaine IC80; actives deviate in either direction; B-score at 10 µM;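 active = Z score or B-score, a plate-position-corrected score, falls beyond the plate's 99.7% confidence bounds, in either direction; inactive = both scores lie inside the 99.7% bounds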;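 also: scored against the spread of the other compound wells on the same plate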
# Target sequence (Q01959 whole entry, looked up): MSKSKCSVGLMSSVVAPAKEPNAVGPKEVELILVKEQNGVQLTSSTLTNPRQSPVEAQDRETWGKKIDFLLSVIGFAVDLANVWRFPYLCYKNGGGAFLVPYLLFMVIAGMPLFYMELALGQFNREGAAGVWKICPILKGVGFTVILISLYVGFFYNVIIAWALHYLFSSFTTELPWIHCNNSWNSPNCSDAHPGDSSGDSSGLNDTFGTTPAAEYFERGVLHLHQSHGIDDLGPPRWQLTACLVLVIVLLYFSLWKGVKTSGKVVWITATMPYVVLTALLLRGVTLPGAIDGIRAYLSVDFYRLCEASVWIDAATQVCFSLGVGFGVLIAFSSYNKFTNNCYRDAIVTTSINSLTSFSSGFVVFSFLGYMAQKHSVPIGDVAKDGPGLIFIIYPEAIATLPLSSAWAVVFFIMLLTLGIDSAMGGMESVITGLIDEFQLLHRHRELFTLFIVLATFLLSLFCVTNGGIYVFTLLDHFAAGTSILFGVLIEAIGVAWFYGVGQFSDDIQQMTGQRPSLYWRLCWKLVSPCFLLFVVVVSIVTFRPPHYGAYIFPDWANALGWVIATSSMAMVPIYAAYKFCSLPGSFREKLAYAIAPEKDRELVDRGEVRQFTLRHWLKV
# Active calls of the source: *.
SMILES,DAT uptake mod
Cc1ccc(CN2[C@@H](CC(C)C)COCCS2(=O)=O)cc1,0.631
COC(=O)[C@H]1C[C@@H]1[C@H](NC(=O)c1cc(C)on1)c1ccccc1,-1.36
CC1(c2nnc(-c3ccncc3)o2)CC(c2ccc([N+](=O)[O-])cc2)=NO1 (stereo unspecified),-0.915
Cn1c(=O)c2c(nc(/C=C/c3cccc(Cl)c3)n2C)n(C)c1=O,1.47
CC1CNCCN1S(=O)(=O)c1cccc2cnccc12 (stereo unspecified),0.0302
CCOC(=O)C1Nc2ccc(C(F)(F)F)cc2C2C=CCC12 (stereo unspecified),-1.25
CCN1C(=O)N[C@H](c2ccc(Br)cc2)C(C(C)=O)=C1C,-0.0393
C[C@H](NC(=O)c1[nH]cnc1C(=O)Nc1ccc(Cl)cc1)C(=O)OC(C)(C)C,0.984
CC(O)[C@H]1CN=C(N)N1CCc1cc(C(F)(F)F)cc(C(F)(F)F)c1 (stereo partly specified),-0.3
Cc1ccc(CCNC(=O)C2CC(c3ccccc3C(F)(F)F)=NO2)cc1 (stereo unspecified),0.448
CCC(C)[C@H]1CNC(=S)N1CCC12CC3CC(CC(C3)C1)C2 (stereo partly specified),0.0663
CCSc1nnc(NC(=O)CCn2c(=O)oc3ccccc32)s1,-0.247
O=C1CC2(CCCCCC2)Oc2ccc(Cl)cc21,0.702
FC(F)(F)c1ccccc1C1=CC(c2ccccc2)n2ncnc2N1 (stereo unspecified),-0.464
CCOC(=O)C1=C(C)N(CCCCCC(=O)O)C(=O)NC1c1ccccc1OC(=O)c1cccs1 (stereo unspecified),-0.00955
C#Cc1ccc([C@@H]2C=C(C(=O)N3CCOCC3)O[C@H](OCC)[C@H]2CCCO)cc1,-0.268
CC1(c2nnc(-c3ccc(Cl)cc3)o2)CC(c2ccc(Cl)cc2)=NO1 (stereo unspecified),0.256
CC(C)CC1(C(=O)NCCc2c[nH]c3ccccc23)C=CCN1C(=O)c1ccccc1 (stereo unspecified),0.0332
CC(C)(C)OC(=O)CNC(=O)c1[nH]cnc1C(=O)N[C@@H](Cc1ccccc1)C(=O)OC(C)(C)C,1.35
CCOC(=O)c1ccc(NC(=S)Nc2ccccc2N)cc1,1.35
COC(=O)c1cccc(C23CC4(C2)[C@H](CN(Cc2ccc(C(F)(F)F)cc2)[C@@H]4c2ccccc2)C3c2ccc(C(F)(F)F)cc2)c1 (stereo partly specified),0.186
COc1ccc2[nH]c3c(c2c1)CCNC3=O,0.0936
C=CC1=C2C=C(C3CC3)N(C3CC3)C=C2C(=O)C(C)(OC(=O)c2ccco2)C1=O (stereo unspecified),-0.899
O=C(C1=C[C@@H](C2CCCCC2)C[C@@H](OCCCCO)O1)N1CCN(Cc2ccccc2)CC1,0.942
CCC/C(O)=C1\C(=O)CC(c2ccccc2)CC1=NCCc1c(C)[nH]c2ccc(C)cc12 (stereo unspecified),-1.28
O=c1cc(-c2ccc(F)cc2F)[nH]c2ccccc12,-0.273
CC(=O)n1cc([C@H]2C=C(C(=O)Nc3ccccc3)O[C@@H](OCc3ccc(CO)cc3)C2)c2ccccc21,1.14
COCCN1C(=O)N[C@@H](CCc2ccccc2)[C@@H](C(=O)OC)[C@H]1C,-0.00457
CC(Cc1ccccc1)C(=O)NCc1nc2ccccc2s1 (stereo unspecified),0.154
CCO[C@@H]1OC(C(=O)NC2CC2)=C[C@H](c2ccc3c(c2)OCO3)[C@H]1CCCO,-0.49
O=C(CCn1c(=O)oc2ccccc21)NCCN1CCOCC1,-0.846
Nc1ccccc1C#Cc1cnccn1,-0.0248
CNC(C)C#Cc1ccc2c(=O)c3cc(C)c(C)cc3oc2c1 (stereo unspecified),0.0965
CCC1=C2CC[C@H]3C(=O)N(c4ccccc4)C(=O)[C@H]3[C@H]2[C@@]2(C)C(=NCC3CC3)OC(=O)N2C1=O,0.322
O=C(NCc1ccccc1)c1ccc(Br)o1,-0.343
CC[C@H](C)[C@@H](NC(=O)O[C@@H]1C(=O)c2cc(Br)ccc2O[C@H]1c1ccc2c(c1)OCO2)C(=O)OC,-0.145
COc1cc(NC(=O)c2nccn2C)cc(C(=O)Nc2cccc(C(F)(F)F)c2)c1,0.0285
OCCNc1nc(Nc2cc(Cl)ccc2OC2CCCC2)nc(N2CCCC2)n1,-0.0463
CCOC(=O)C[C@H]1c2cc(F)ccc2S(=O)(=O)N1C(C)(C)C,-0.814
CC(C)CCNC(=O)[C@H](CC(C)C)NC(=O)[C@H]1O[C@@H]1C(=O)O,0.346
OCCOCCn1c(C(CO)Nc2nc(-c3ccccc3Br)cs2)nc2ccccc21 (stereo unspecified),0.974
CC1(OC(=O)CCc2ccccc2)C(=O)C=C2C=C(c3ccc(C#N)cc3)N(Cc3ccco3)C=C2C1=O (stereo unspecified),-1.11
O=C(O)C1=C[C@@H](C2CC2)C[C@@H](OCCCCO)O1,0.702
CC1(C)CCC23CC[C@]4(C)C(OC2=O)(C3C1)[C@H]1O[C@H]1C1[C@@]2(C)CC[C@@H](O)C(C)(C)C2CC[C@]14C (stereo partly specified),-0.668
COc1cc(C(CCN2CCN(c3ccccc3)CC2)c2c(OC)cc(OC)c3c(C)cc(=O)oc23)cc(OC)c1OC (stereo unspecified),1.24

# Some of the entries above in another layout.
O=C(CCn1c(=O)oc2ccccc21)NCCN1CCOCC1
  DAT uptake mod: -0.846
Nc1ccccc1C#Cc1cnccn1
  DAT uptake mod: -0.0248

# The list continues:
SMILES,DAT uptake mod
C#Cc1ccc([C@H]2C=C(C(=O)OCC=C)O[C@@H](OCC)[C@@H]2CCCO)cc1,1.17
O=C(NCCNCCO)C1(C(F)(F)F)C/C(=C\Cc2ccccc2)CCCO1 (stereo unspecified),0.0277
O=C(c1ccc(C(F)(F)F)cc1)N1CCC(=O)N(C(CO)Cc2ccccc2)CC1 (stereo unspecified),0.117
CC(C)[C@@H](C(=O)N1CCN(C(=O)OC(C)(C)C)CC1)n1cc(CCO)nn1,-0.605
Cc1ccc(NC(=O)CS(=O)(=O)c2cn(C)c3ccccc23)c(C)c1,0.443
COC(=O)c1ccc(=O)c2nc3/c(=C/O)c(O)cc(=O)c3[nH]c12,-1.44
COc1ccc(C[C@@H]2CN3C(=NC[C@@H]3Cc3ccc(O)cc3)N2C[C@H](C)NC(=O)CCC2CCCCC2)cc1,0.00965
CCOC(=O)c1ccc(NC(=O)c2c(N)n(Cc3ccccc3)c(=O)[nH]c2=O)cc1,-0.826
CCOC(=O)N1C2=NC(C(=O)OC)=C(C(=O)OC)[C@@H]3Nc4ccccc4[C@]23C[C@H]1C(=O)OC,0.109
CCOC(=O)C1=C(C)N(CCCC(=O)O)C(=O)NC1c1ccccc1OS(=O)(=O)c1ccc(C)cc1 (stereo unspecified),0.541
Cc1ccc(C(C)C)c(O)c1,0.00482
NC(=O)CC[C@@H]1NC(=O)[C@H](CO)NC(=O)c2cc([N+](=O)[O-])cc(I)c2NCCC[C@@H](C(N)=O)NC(=O)[C@H](Cc2ccc(O)cc2)NC1=O,0.771
C=C1CCN([C@@H](Cc2ccccc2)C(=O)NCc2ccc(Cl)cc2)S(=O)(=O)c2ccccc21,1.11
CN(C(=O)c1ccc2c(Cl)c3c(nc2c1)CCC3)c1ccccc1,0.745
O=C(O)C1=C[C@H](c2coc3ccccc3c2=O)C[C@H](OCc2ccc(CO)cc2)O1,-0.774
NCCCC[C@@H]1NC(=O)c2cc([N+](=O)[O-])cc(F)c2NCCCC[C@@H](C(N)=O)NC(=O)[C@H](CCC(N)=O)NC1=O,0.0402
CC(C)(O)[C@H](O)COc1c2occc2cc2ccc(=O)oc12,-0.475
COC(=O)CCCC1=CC2=CC(=O)C(C)(OC(=O)c3cccs3)C(=O)C2=CN1CCCCO (stereo unspecified),-0.849
C=CCN1C=C2C(=O)C(C)(OC(=O)c3cnc4ccccc4n3)C(=O)C=C2C=C1/C=C/COC (stereo unspecified),-2.35
C[C@H]1C=C(C(=O)NCc2nc3ccccc3[nH]2)O[C@@H](OCc2ccc(CO)cc2)C1,-1.4
CCO[C@@H]1OC(C(=O)N2CCN(Cc3ccccc3)CC2)=C[C@H](c2csc3ccccc23)[C@H]1CCCO,0.245
Cc1ccc(OCCNC(=O)/C=C/c2ccco2)cc1C,-0.407
C#CCOCCOCCOCCNc1nc(N2CCN(C(=O)[C@H](CCC(=O)O)n3cc(C(N)[C@H](C)CC)nn3)CC2)nc(N2CCN(C(=O)[C@H](CCC(=O)O)n3cc(C(N)[C@H](C)CC)nn3)CC2)n1 (stereo partly specified),-0.00545
CCCCCN(CCCCC)C(=O)C(CCC(=O)O)NC(=O)c1ccc(Cl)c(Cl)c1 (stereo unspecified),1.9
CC(C)(C)[C@H]1C=C(C(=O)NCc2ccccc2)O[C@@H](OCCCCO)C1,0.402
O=S1(=O)CCOC[C@H](Cc2ccccc2)N1Cc1cccc(Cl)c1,0.00172
CC(C)(C)N1[C@@H](CC(=O)O)c2cc(C(F)(F)F)ccc2S1(=O)=O,-0.0814
O=C(NCC1CCCO1)c1ccc2c3n(nc2c1)-c1ccccc1CO3 (stereo unspecified),1.86
CC(=O)C[C@H]1c2cc(C(F)(F)F)ccc2S(=O)(=O)N1C1CCCC1,-0.828
COc1ccc(NC(=O)c2nc(C)c(C3(C)CC(c4cccnc4)=NO3)s2)cc1 (stereo unspecified),-0.182
c1ccc(-c2ccc(CN3C[C@@H]4C(c5ccccc5)C5(c6ccccc6)CC4(C5)[C@H]3c3ccccc3)cc2)cc1 (stereo partly specified),0.581
O=C(O)C1=C[C@@H](c2ccc3c(c2)OCO3)C[C@@H](OCCCCO)O1,-0.857
COc1ccc(-c2csc(NC(C)c3nc4cc(C(F)(F)F)ccc4n3CCOCCO)n2)cc1 (stereo unspecified),1.19
c1ccc(Nc2nc3ccccc3n3nnnc23)cc1,-0.327
OCC1OC(n2cnc3c(NCCc4ccccc4)ncnc32)C(O)C1O (stereo unspecified),0.974
CC(=O)n1cc([C@H]2C=C(C(=O)Nc3ccccc3)O[C@@H](OCCCCO)C2)c2ccccc21,1.05
O=C1CCC(=O)N(O)CCCCCNC(=O)CCC(=O)N(O)CCCCCNC(=O)CCC(=O)N(O)CCCCCN1,-0.755
COC(=O)C1=C(C(=O)OC)[C@@H]2N(C)c3ccccc3[C@@]23C[C@@H](C(=O)OC)N(C(C)=O)C3=N1,-0.544
Cc1cc(C)cc(NC(=O)Cn2c(SCc3cc(C)ccc3C)nc3ccncc32)c1,-1.09
C[C@@H](Oc1ccccc1)c1nnn(Cc2ccccc2)c1-c1c([C@@H](C)Oc2ccccc2)nnn1Cc1ccccc1,-0.393
NC(=O)C1=C[C@@H](c2ccc(C(F)(F)F)cc2)C[C@@H](OCCCCO)O1,-1.3
CCn1c(SCC(=O)Nc2cc(C)on2)nnc1-c1c[nH]c2ccccc12,1.65
COc1ccc(C2CC(c3cccs3)=NN2C(=O)CSc2nc3c(cnn3-c3ccccc3)c(=O)[nH]2)cc1 (stereo unspecified),1.19
CC1=C(C)C(=O)C(CCCCC#CCCCC#CCO)=C(C)C1=O,0.258
CC(=O)N1[C@H](C)C=C[C@]1(Cc1ccccc1)C(=O)NCCN1CCOCC1,-0.0264
CCN1C(=O)N(C)[C@@H](c2ccccc2)C(C(C)=O)=C1C,-0.122
C=C1C2C[C@H](O)C(C)(C)[C@@]2(O)[C@H](O)C[C@]23C[C@@](C)(O)[C@H](CC[C@H]12)[C@H]3O (stereo partly specified),-0.371
CCO[C@@H]1OC(C(=O)Nc2ccccc2)=C[C@H](C)[C@H]1CCCO,-0.759
C[C@]1(C(=O)NCc2cc(F)cc(C(F)(F)F)c2)C=C[C@@H](Cc2ccccc2)N1C(=O)c1ccccc1,-0.067
CC(O)Cc1cn([C@@H](CCCCN)C(=O)N2CCNCC2)nn1 (stereo partly specified),-0.701
O=C1C=CC(O)(c2cc(=O)c3c(O)cc(O)cc3o2)C=C1,-0.4
CCCCCc1cc(=O)oc2c(C(CCN3CCN(c4ccccc4)CC3)c3ccc(N(C)C)cc3)c(OC)cc(OC)c12 (stereo unspecified),-0.984
O=C(C1=C[C@H](c2coc3ccccc3c2=O)C[C@H](OCCCCO)O1)N1CCOCC1,-0.548
O=C(C1=C[C@@H](c2ccc(Br)cc2)C[C@@H](OCc2ccc(CO)cc2)O1)N1CCOCC1,-0.0293
C[C@H](NC(=O)c1nc[nH]c1C(=O)NCC(=O)OC(C)(C)C)C(=O)OC(C)(C)C,-0.167
C#CCOCCOCCOCCNc1nc(N2CCN(C(=O)[C@H]([C@@H](C)CC)n3cc([C@@H](N)CO)nn3)CC2)nc(N2CCN(C(=O)[C@H]([C@@H](C)CC)n3cc([C@@H](N)CO)nn3)CC2)n1,-0.263
O=C(NCc1ccc(F)cc1)c1ccc2c(c1)S(=O)(=O)c1ccccc1C2=O,-0.437
COc1cc(C(CCN2CCCC(C)C2)c2c(OC)cc(OC)c3c2OC(=O)CC3c2ccc(N(C)C)cc2)cc(OC)c1OC (stereo unspecified),-0.223
COc1cnc(NS(=O)(=O)c2ccc(N)cc2)nc1,-0.196

# Arranged by the number under DAT uptake mod (falling): five of the compounds above
SMILES	DAT uptake mod
C[C@]1(C(=O)NCc2cc(F)cc(C(F)(F)F)c2)C=C[C@@H](Cc2ccccc2)N1C(=O)c1ccccc1	-0.067
CCN1C(=O)N(C)[C@@H](c2ccccc2)C(C(C)=O)=C1C	-0.122
O=C1C=CC(O)(c2cc(=O)c3c(O)cc(O)cc3o2)C=C1	-0.4
O=C(C1=C[C@H](c2coc3ccccc3c2=O)C[C@H](OCCCCO)O1)N1CCOCC1	-0.548
CCCCCc1cc(=O)oc2c(C(CCN3CCN(c4ccccc4)CC3)c3ccc(N(C)C)cc3)c(OC)cc(OC)c12 (stereo unspecified)	-0.984

# These rows are one share of the data (hit frequency here may not be typical).
